Screens as filed in PubChem BioAssay.
SRC3 inh = inhibits human SRC3 coactivator | 360,000 compounds, 0.17% hits | inhibition, % at 3.6 µM | HEK293 GAL4-SRC3 luciferase reporter, luminescence | Q9Y6Q9;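 active = inhibition above a per-campaign cutoff, the mean of all compounds plus 3 SD, cut at about 60% in these data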;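 note: 0% = DMSO-treated cells and 100% = gossypol-treated cells at 36 µM; higher means less SRC3-driven luciferase light from the GAL4 reporter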
C8 TRAIL sens = sensitizes caspase-8 expressing cells to TRAIL; NB7+C8 cells + TRAIL, ATPlite viability luminescence; 360,000 compounds, 1% hits; inhibition (viability loss, TRAIL sensitization), % at 10 µM;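 active = compounds causing at least 50% loss of cell viability in the single-dose screen, relative to plate controls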
NOD2 RIPK2 PPI = inhibitors of human NOD2-RIPK2 interaction. O43353. CHO BLA complementation NOD2-RIPK2, CCF4 ratio. inhibition, % at 4.98 µM. 360,000 compounds, 0.38% hits; in the data active = inhibition above about 21%;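 note: 0% = vehicle only and 100% = reference blocker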
Target sequence (O43353 whole entry, looked up): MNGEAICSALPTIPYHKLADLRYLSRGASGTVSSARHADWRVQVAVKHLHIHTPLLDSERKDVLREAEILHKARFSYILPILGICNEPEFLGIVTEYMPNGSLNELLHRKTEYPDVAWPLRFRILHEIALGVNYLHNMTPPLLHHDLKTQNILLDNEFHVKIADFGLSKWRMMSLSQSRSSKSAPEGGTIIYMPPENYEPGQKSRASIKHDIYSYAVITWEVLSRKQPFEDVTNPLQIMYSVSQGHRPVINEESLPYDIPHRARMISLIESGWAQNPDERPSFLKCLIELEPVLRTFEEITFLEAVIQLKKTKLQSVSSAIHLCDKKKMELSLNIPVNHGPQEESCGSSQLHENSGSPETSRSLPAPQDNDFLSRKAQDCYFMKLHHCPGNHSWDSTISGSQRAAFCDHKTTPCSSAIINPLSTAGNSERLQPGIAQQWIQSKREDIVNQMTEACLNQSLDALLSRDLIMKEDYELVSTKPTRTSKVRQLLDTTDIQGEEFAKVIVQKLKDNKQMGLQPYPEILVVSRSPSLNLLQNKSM
LMP1 NFkB inh = inhibitors of Epstein-Barr LMP1-induced NF-kappaB reporter. LMP1-induced NF-kappaB luciferase reporter cells, luminescence. inhibition, % at 12.5 µM. 350,000 compounds, 0.69% hits. AID 504558; in the data active = inhibition above about 41%;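 note: 0% = neutral control wells and 100% = reference inhibitor control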
TLR9-MyD88 inh = inhibitors of human TLR9-MyD88 binding; inhibition, % at 4.98 µM; AID 504734; Q9NR96+Q99836; CHO BLA complementation TLR9-MyD88, CCF4 FRET ratio; 340,000 compounds, 0.21% hits;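 active = inhibition above the mean over all tested compounds plus 3 SD, cut at about 21% in these data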;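 note: 0% = DMSO only wells and 100% = clavulanate BLA inhibitor control wells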
SRC2 inh = human SRC2 (NCOA2) inhibition; inhibition, % at 9 µM; HEK293 GAL4-SRC2 luciferase reporter, luminescence; AID 651957; 370,000 compounds, 0.17% hits;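 active = inhibition above the mean inhibition of all tested compounds plus 3 SD, set per campaign, cut at about 52% in these data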;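 note: 0% = DMSO treated cells and 100% = cells given Gossypol at 36 µM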
NCOA1 inh = inhibitors of human steroid receptor coactivator 1 (SRC1); Q15788; HEK293 GAL4-SRC1 luciferase reporter, luminescence; inhibition, % at 3.6 µM; 360,000 compounds, 0.12% hits;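 active = inhibition above the campaign mean plus 3 SD, with each screening campaign given its own cutoff, cut at about 60% in these data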;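 note: 0% = DMSO treated cells and 100% = gossypol at 36 µM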
TROY NFkB inh = inhibitors of TROY-dependent NF-kB signaling | inhibition, % at 10 µM | AID 1347056 | Q293 LMP1-TROYcd NF-kB luciferase reporter, 4 h | 360,000 compounds, 0.98% hits;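 active = compounds whose plate-normalised and pattern-corrected inhibition of the luciferase reporter signal at the single screening dose is 50% or more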
LRH-1 inv ag = NR5A2 inverse agonism in reporter assay; O00482; 360,000 compounds, 0.13% hits; inhibition, % at 3.6 µM; AID 602396; HEK293T StAR-luciferase reporter, LRH-1 transfected, 24 h;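 active = inhibition above the mean inhibition of all tested compounds plus 3 SD, cut at about 73% in these data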;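 note: 0% = DMSO wells and 100% = reporter-only cells lacking LRH-1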
Target sequence (O00482 whole entry, looked up): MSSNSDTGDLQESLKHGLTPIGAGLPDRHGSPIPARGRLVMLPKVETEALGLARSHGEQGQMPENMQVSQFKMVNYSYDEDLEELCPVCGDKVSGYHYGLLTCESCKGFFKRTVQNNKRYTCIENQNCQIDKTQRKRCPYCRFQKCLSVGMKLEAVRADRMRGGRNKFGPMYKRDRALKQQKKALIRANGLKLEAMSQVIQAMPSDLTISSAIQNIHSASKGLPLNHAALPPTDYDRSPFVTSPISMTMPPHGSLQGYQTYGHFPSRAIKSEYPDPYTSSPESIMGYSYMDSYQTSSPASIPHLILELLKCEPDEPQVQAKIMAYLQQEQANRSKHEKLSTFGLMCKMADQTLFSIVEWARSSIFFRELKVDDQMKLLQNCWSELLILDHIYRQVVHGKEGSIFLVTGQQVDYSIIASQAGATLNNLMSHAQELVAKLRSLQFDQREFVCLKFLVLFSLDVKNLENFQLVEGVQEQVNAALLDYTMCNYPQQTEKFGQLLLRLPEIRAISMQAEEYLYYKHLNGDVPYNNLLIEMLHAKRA
TWEAK Fn14 block = blocks TWEAK-Fn14 interaction in a reporter cell assay; TWEAK-stimulated Fn14 reporter cells, luciferase luminescence, 8 h; inhibition, % at 10 µM; 360,000 compounds, 2% hits; AID 1159606; in the data active = inhibition above about 50%
NR2F2 inh = inhibitors of human COUP-TFII (NR2F2); P24468; HEK293T NGFI-A luciferase reporter, luminescence; inhibition, % at 8.6 µM; 370,000 compounds, 0.7% hits; AID 686940;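 active = inhibition above a per-plate cutoff, mean inhibition of test wells between control levels plus 3 SD, cut at about 38% in these data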;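 note: cells cotransfected with COUP-TFII expression vector driving the NGFI-A reporter; 0% = median of COUP-TF2 test wells and 100% = reporter-only cells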
An asterisk follows results filed as active; nt = no result given.

SMILES	SRC3 inh	C8 TRAIL sens	NOD2 RIPK2 PPI	LMP1 NFkB inh	TLR9-MyD88 inh	SRC2 inh	NCOA1 inh	TROY NFkB inh	LRH-1 inv ag	TWEAK Fn14 block	NR2F2 inh
CN(Cc1ccccc1)c1nc2c(c(=O)[nH]c(=O)n2C)n1Cc1ccccc1F	-5	-12	-7	3	-44	5	3	-12	2	0	12
CN(C(=S)NC(=O)c1ccc(Cl)cc1)C1CCCCC1	-14	50*	-12	-10	-11	-46	-26	-14	-15	-1	-30
COc1ccc(S(=O)(=O)NCC(c2ccc(F)cc2)N2CCN(C)CC2)cc1 (stereo unspecified)	-1	-22	-3	-4	3	-6	-5	7	8	-9	9
CN(C)S(=O)(=O)n1cc(/C=C(\NC(=O)c2ccccc2)C(=O)NCCCN2CCOCC2)c2ccccc21	0	-9	-21	5	2	-3	-10	-15	3	0	3
NC(=O)CC(O)c1cccc(Cl)c1 (stereo unspecified)	-3	-8	-19	-1	-4	3	-3	-20	13	2	2
N#CCC(C(=O)c1cccnc1)c1ccccc1 (stereo unspecified)	-2	2	-1	3	-2	-1	-9	-20	-3	-17	4
COc1ccc(CCNC(=O)CSc2nnc(CNC(=O)c3c(F)cccc3Cl)o2)cc1OC	11	-36	4	6	0	-17	8	4	24	-11	22
COc1ccc(/C=C/C(=O)NCCc2nc3ccccc3[nH]2)cc1	-8	11	-5	-2	nt	-30	-6	5	-17	10	-1
COCCN1C=C(C(=O)OC)C(c2ccc(Cl)cc2)C(C(=O)OC)=C1	-2	-6	-10	-1	-18	-6	-11	12	-15	11	10
CCc1cccc(NC(=O)c2ccc(NS(=O)(=O)c3c(C)noc3C)cc2)c1	18	-6	-3	-5	5	-14	14	-1	9	-6	-6
Brc1ccc(-c2ccc(/C=N/Nc3nc(N4CCOCC4)nc(N4CCOCC4)n3)o2)cc1	9	-13	1	6	-1	-22	-2	5	10	9	6
COc1ccc(S(=O)(=O)N2CCCC(C(F)(F)F)C2)cc1 (stereo unspecified)	0	0	-8	14	3	10	-19	-12	-2	15	16
CC1(C(=O)Nc2ccc3c(c2)OCO3)Cc2c(-c3ccc4c(c3)OCO4)ccnc2O1 (stereo unspecified)	2	18	-2	nt	nt	-2	5	4	-5	-1	9
O=C(Nc1nc2nccc(-c3ccccc3)n2n1)c1ccc(F)cc1	-5	3	-2	3	-4	-4	-9	-8	-14	-19	-3
CC(C)Oc1cccc(C(=O)O)c1	12	-7	1	-10	-5	-7	0	24	0	10	2
CCOc1ccccc1/C=C/c1onc(C)c1S(=O)(=O)N1CCC(C(=O)NC(C)(C)C)CC1	17	29	5	nt	5	24	9	1	24	-3	-4
CN(C)CCN(C(=O)c1cccs1)c1nc2cc3c(cc2s1)OCCO3	-26	-1	-9	-11	-5	-45	-51	-14	-47	-5	-27
Cc1nn(C(C)C(=O)NC(C)CCc2ccccc2)c(=O)c2cc3occc3n12 (stereo unspecified)	3	-19	-8	7	-9	-24	8	-12	-9	11	-3
O=C(Nc1cccc(C(=O)N2CCOCC2)c1)C1CCCC1	-23	-1	0	1	-1	26	-6	-15	-18	-15	-12
COc1ccc(NS(=O)(=O)c2ccc(C)c(C(=O)NCCCN3CCCC3=O)c2)cc1	7	12	-6	2	11	-6	-9	-4	16	5	26

Single values from the list:
`O=C(Nc1nc2nccc(-c3ccccc3)n2n1)c1ccc(F)cc1` in TROY NFkB inh is entered as -8
`COc1ccc(CCNC(=O)CSc2nnc(CNC(=O)c3c(F)cccc3Cl)o2)cc1OC` in NCOA1 inh is entered as 8
`N#CCC(C(=O)c1cccnc1)c1ccccc1` (stereo unspecified) in TROY NFkB inh is entered as -20

Later entries:
SMILES	SRC3 inh	C8 TRAIL sens	NOD2 RIPK2 PPI	LMP1 NFkB inh	TLR9-MyD88 inh	SRC2 inh	NCOA1 inh	TROY NFkB inh	LRH-1 inv ag	TWEAK Fn14 block	NR2F2 inh
Cc1ccc(/C=C/S(=O)(=O)NCCC(=O)NCc2ccc(F)cc2)cc1	19	-19	-3	-10	-3	-20	-6	-13	2	16	16
O=C(C=C(C(=O)c1ccccc1)c1ccccc1)c1ccccc1	3	3	-13	-6	1	-3	-4	-18	-1	18	-10
COc1ccc(OC)c(NC(=O)c2ccc(OC3CSC3)cc2)c1	-27	-1	3	0	-3	-6	-12	-6	-7	-32	0
CC(C)C(=O)NCCn1ccc2ccccc21	8	6	-3	2	-4	0	-18	-1	6	6	4
CCOC(=O)C1CCCN(c2c(NCCCN3CCCC(C)C3)c(=O)c2=O)C1 (stereo unspecified)	-1	8	-2	-4	7	-22	15	-18	19	-15	-1
Cc1cccc2c3c([nH]c12)C(=O)CC(C)(C)S3	10	-5	1	-10	3	-18	-13	0	9	20	8
CCOC(=O)c1ccccc1OCc1cc(/C=N/NC(=O)c2cccnc2)ccc1OC	2	4	4	8	-4	24	-12	26	-5	26	-2
CN1CCN(CCC(=O)Nc2cccc(Br)c2)CC1	20	-16	-6	3	-10	24	13	5	-19	0	22
Cc1ccc(S(=O)(=O)N2C[C@H]3C(=O)C[C@@H](c4cccs4)N(S(=O)(=O)c4ccc(C)cc4)[C@H]3C[C@H]2c2ccccc2)cc1	4	7	-8	nt	nt	15	14	11	-1	-11	11
CCOc1ccc(OCCSc2nnnn2C2CCCCC2)cc1	-6	5	4	-4	2	-13	2	-27	25	-14	-8
CN1CCC(=NNC(=O)C(=O)NC(C)(C)C)CC1	12	-47	-2	-15	0	-8	8	-3	-24	-6	-14
Cc1cc(C(F)(F)F)c(C#N)c(SCC(=O)Nc2nc3cc(Br)ccc3s2)n1	5	20	5	-5	4	21	-15	72*	13	79*	21
Cc1cc(/C=N/NC(N)=O)c(C)c(CO)c1	-8	4	7	5	-3	nt	-5	7	14	2	nt
Cc1c(-c2ccccc2)n[nH]c1C(=O)NN	-19	8	2	-16	-3	-19	-22	-41	-38	-33	-4
O=C1CCCC(=NCc2ccco2)C1	6	25	-2	-9	-5	-4	3	-13	3	-7	-4
O=C1NCCCCC1NS(=O)(=O)c1ccc(Cl)cc1 (stereo unspecified)	-3	-6	-8	1	-4	10	8	-4	3	14	7
COC(=O)Cc1ccc(OCC(=O)NC2CCCC2)cc1	6	-9	-3	1	-10	-8	2	2	2	2	3
COc1cccc(CC(=O)N2CCC(n3nccc3NC(=O)C3CCOC3)CC2)c1 (stereo unspecified)	-4	13	-6	5	-4	-26	-15	14	4	-7	2
CC(=O)N1CCN(C(=S)c2ccc(Cl)cc2)CC1	15	-7	5	-4	1	-3	-2	-9	2	-8	17
COc1ccc(C(=O)NNC(=O)CSc2nnnn2-c2cc(OC)cc(OC)c2)cc1	9	9	1	1	3	-10	-12	-12	11	-6	4
NC(CO)c1cn([C@@H](CCC(=O)O)C(=O)N2CCNCC2)nn1 (stereo partly specified)	-8	-3	-13	-2	-7	-18	-6	-1	14	-8	-12
CCOc1ccc(Nc2cc(C)nc(N3CCOCC3)n2)cc1	2	-2	2	2	9	-18	-22	2	-2	-8	1
COc1ccccc1-n1c(=O)c2c3c(sc2n2c(SC(C)C)nnc12)CCC3	10	4	-11	-6	1	-17	4	nt	0	12	-5
CCN(CC)CCC(C)OC(=O)c1ccc(O)cc1O (stereo unspecified)	12	-3	-14	-1	-2	-14	-4	19	-10	23	21
Cc1ccc(S(=O)(=O)NC(=O)NCc2ccc(F)cc2)cc1	10	1	11	3	-13	-4	-68	-1	14	2	12
COc1ccc(/C=N/N=C2/NC(=O)C(CC(=O)O)S2)cc1OCc1ccccc1Cl (stereo unspecified)	22	1	-5	8	-2	-14	10	10	19	3	-5
COc1cc(NS(=O)(=O)c2ccc(NC(=O)CN3C(=O)c4ccccc4C3=O)cc2)nc(OC)n1	8	-8	0	-7	0	-5	-26	5	8	7	7
OC(COc1ccc(OCc2ccccc2)cc1)CN1CCCCC1 (stereo unspecified)	-25	-3	-16	0	-1	-28	-56	-52	-23	-7	-38
Cc1ccc(O)c(-c2cc(-c3cccc(F)c3)n[nH]2)c1	-34	25	6	-28	-3	-53	-62	-57	-18	11	-54
COc1ccccc1CCc1nnc(CCC(=O)NCC[C@@H]2C[C@@H]3C=C[C@H]2C3)o1	6	-2	3	-17	-9	1	-2	-29	6	-7	26
O=c1c2ccccc2nc2n1C(CSCc1ccccc1)CS2 (stereo unspecified)	4	5	3	4	3	30	8	6	20	17	35
O=C1CC(c2ccccc2)CCc2sccc2N1 (stereo unspecified)	13	-19	-12	0	7	13	5	-2	-3	0	-13
COc1cccc(CNc2cc(C)ccn2)c1O	-48	8	1	-27	7	-21	-45	-5	-29	-24	-43
CCC(O)CNc1nc(-n2nc(C)cc2C)nc2sc3c(c12)CC(C)(C)OC3 (stereo unspecified)	17	-1	-3	5	-5	-14	6	9	1	32	-4
O=C1CC(c2ccccc2)n2nc(NS(=O)(=O)c3ccccc3)nc2N1 (stereo unspecified)	9	-3	-2	-7	-1	-24	-19	-9	0	1	5
O=C(CSc1nc2ccccc2[nH]1)NCc1ccccc1	-41	-8	0	-6	3	-58	-3	-8	-30	1	-23
CC(C)(C)C(=O)Nc1nnc(SCc2cccc(F)c2)s1	-47	-8	6	-39	0	-28	-51	-40	-83	-4	-51
O=S(=O)(c1ccccc1)c1nnn2c1nc(NC1CCN(Cc3ccccc3)CC1)c1cc(Cl)ccc12	7	40	-1	12	-5	20	5	8	10	1	7
O=C(NCCSc1ccccc1)c1cncc(Br)c1	-71	-7	-5	-27	1	-26	-92	-47	-101	-24	-22
COc1ccc(CCC(=O)N2CCN(S(=O)(=O)c3cccc(C(F)(F)F)c3)CC2)cc1OC	9	-10	-9	-1	-1	21	-4	-22	11	-20	-14

An excerpt from above, showing only LMP1 NFkB inh.
SMILES	LMP1 NFkB inh
Cc1nn(C(C)C(=O)NC(C)CCc2ccccc2)c(=O)c2cc3occc3n12 (stereo unspecified)	7
O=C(Nc1cccc(C(=O)N2CCOCC2)c1)C1CCCC1	1

The list continues:
SMILES	SRC3 inh	C8 TRAIL sens	NOD2 RIPK2 PPI	LMP1 NFkB inh	TLR9-MyD88 inh	SRC2 inh	NCOA1 inh	TROY NFkB inh	LRH-1 inv ag	TWEAK Fn14 block	NR2F2 inh
CCCCc1nc2n[nH]c(N)c2c2c1CSC(C)(C)C2	20	3	-13	7	-14	-4	-4	23	-6	11	2
C=CCc1cccc2cc(C(=O)NC3CCCC3)c(=O)oc12	16	-12	5	5	1	16	0	-2	1	-17	-9
COc1ccc(C2=NS(=O)(=O)N(C)C(C(=O)NCc3ccc4c(c3)OCO4)=C2)cc1	0	9	-14	5	0	19	5	-2	3	-30	-8
C/C(=N\NC(=O)c1nnn(-c2nonc2N)c1C(C)C)c1ccc2ccccc2c1	14	5	-9	-5	7	-4	17	-1	13	-16	1
COc1ccc(CC(=O)NC(C)c2nnc(SCC(=O)Nc3ccccc3)n2C)cc1 (stereo unspecified)	7	-2	-2	-4	4	-19	-21	20	3	3	6
CC(C)=CCC[C@H](C)C[C@@H]1Cc2[nH][nH]c(=O)c2[C@H](c2ccc(Cl)cc2)O1	nt	-7	2	nt	nt	-3	nt	3	12	18	3
CC(C)=NNC(=O)C1=NNC(=O)C1	14	-3	-2	nt	nt	1	-17	-8	4	-6	-16
CCOc1ccc(Cn2c(C)nc([N+](=O)[O-])c2SCC(O)CCl)cc1[N+](=O)[O-] (stereo unspecified)	-11	3	-8	-5	-7	-1	6	-13	-1	-12	4

Not all compounds are listed (hit frequency here may not be typical).
